AID inhibitor: blocks human AID cytidine deaminase activity | AID deamination FRET fluorescence, UDG-coupled, 4 h | Potency, µM (series often up to 115 µM), without a hit: top-dose activity change, negative = inhibition, actives largely listed as inhibitors | 91,000 compounds, 0.32% hits | AID 1347428; also: nearly all actives have a fitted effect of over 25% in size
Target sequence (Q9GZX7 whole entry, looked up): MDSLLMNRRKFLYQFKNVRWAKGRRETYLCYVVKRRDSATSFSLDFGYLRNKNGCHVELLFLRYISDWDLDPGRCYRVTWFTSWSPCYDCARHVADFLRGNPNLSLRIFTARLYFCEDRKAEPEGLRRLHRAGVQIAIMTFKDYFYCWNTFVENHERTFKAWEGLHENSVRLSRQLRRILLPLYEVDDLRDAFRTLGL
UDG counter: counter-screen for AID inhibitors: uracil-DNA glycosylase inhibition | FRET deamination/UDG coupled assay, UDG read, 4 h | Potency, µM (highest dose often 115 µM), for inactives: at the highest dose activity change, negative = inhibition, usual class: inhibitors | 91,000 compounds, 0.14% hits | AID 1347430; also: nearly all actives have a fitted effect of over 65% in size
Active calls of the source: *; ? = inconclusive; & = joins results of further samples; [ ] = remark or other dose. Calls follow the shape of the dose curve; as a rule, active = well fitted curve in the direction sought with a large enough effect; inconclusive = small, poorly fitted or top-dose-only effect, or another doubt; inactive = no such curve, though single readings can be large; an effect the other way counts as inactive or inconclusive. % is scaled to controls: 0 for no effect and ±100 for the full control effect; potency is read from the fitted curve at half-maximal effect.

Molecule	UDG counter	AID inhibitor
Fc1ccc(-c2nnc(CN3CCN(c4ccccn4)CC3)o2)cc1	4%	3%
Cc1ccc(OCC(=O)N(Cc2ccco2)C2CCS(=O)(=O)C2)cc1 (configuration not stated)	?	8%
CCOC(=O)C1CCCN(C(=O)c2cc3c(Cl)nc4ccccc4c3s2)C1 (configuration not stated)	-4%	?
CCOC(=O)CSc1nc2sc3c(c2c(=O)n1-c1ccccc1)CC(C)(C)SC3	-9%	0%
CCC(=O)N1N=C(c2c(-c3ccccc3)c3cc(C)ccc3[nH]c2=O)CC1c1ccco1 (configuration not stated)	-8%	-19%
Cc1oc2cc(OCC(=O)NC3CCS(=O)(=O)C3)ccc2c(=O)c1Oc1ccccc1 (configuration not stated)	-11%	3%
COc1cc(-c2nc3cc(NC(C)=O)ccc3o2)cc(OC)c1OC	-10%	7%
CCc1cc(C(=O)O)cs1	6%	-1%
O=C(NCCc1ccccc1)c1ccc(CSc2nc3ccncc3n2Cc2ccccc2)cc1	-9%	-21%
COc1ccc2cc(C(=O)NCc3ccccc3)[nH]c2c1	-7%	2%
O=C(NCCc1ccc(Cl)cc1)c1ccc(CS(=O)(=O)Cc2ccc(F)cc2)o1	-13%[57.5 µM]	-7%
COc1ccc(Nc2ncc3c(n2)CCN(Cc2cc(Br)cs2)C3)c(OC)c1	89µM*	?
Cc1cc(C)c2nc(SCC(=O)Nc3sccc3C(N)=O)cc(C)c2c1	5%	15%
CCc1c2c(nn1-c1cc(Cl)ccc1OC)CCCC2=O	1%	0%
COc1cc(C(=O)OCC(=O)c2ccc(Cl)cc2)ccc1OCc1ccccc1Cl	-7%	1%
CC(=O)N1CCN(C(C(=O)O)c2cn(CC(=O)O)c3cc(F)ccc23)CC1 (configuration not stated)	-25%	-1%
Cc1ccc(-n2nc(C)c(C(=O)NCCCN3CCN(c4ccc(F)cc4)CC3)c2-n2cccc2)cc1	-13%	?
CC1CCCN(Cc2cn3c(-c4cccc(Br)c4)nnc3s2)C1 (configuration not stated)	-2%	5%
CCOc1ccc(CNC(=O)c2[nH]c3ccccc3c2Sc2ccc(C)cc2)cc1	4%	16%
CC(=O)c1ccc(N2CCN(S(=O)(=O)c3ccc(-c4coc(C)n4)cc3)CC2)cc1	-7%	5%
CCOc1ccccc1CNC(=O)c1cc2c(=O)n(Cc3cccnc3)ccc2nc1C	2%	1%
CCC(C(=O)OC)n1cnc2c(cnn2-c2ccc(F)cc2)c1=O (configuration not stated)	6%	0%
N#C/C(=C\c1ccc(Cl)cc1)c1nc2ccccc2[nH]1	-7%	26%
Cc1cc(C)cc(Nc2cc(C(=O)NCc3ccccc3)c3ccccc3n2)c1	-8%	?
CC1=C(C(=O)Nc2ccccc2)C(c2ccc(C(C)C)cc2)NC(=O)N1 (configuration not stated)	5%	-5%

Molecule	UDG counter	AID inhibitor
Cc1ccc(/C=C/c2onc(C)c2S(=O)(=O)N2CCC(C(=O)Nc3ccc(OC(F)(F)F)cc3)CC2)cc1	-10%	-13%
Nc1cccc(S(N)(=O)=O)c1	4%	-5%
C#CCNC(=O)c1sc(C(C)C)nc1C	-2%	0%
CCc1ccc(CNC(C)CC)cc1 (configuration not stated)	0%	-3%
CCCCC(=O)N/N=C(\C)Cc1ccccc1	-1%	4%
Cc1ccc(NS(=O)(=O)c2ccc3c(c2)CCN3C(=O)C2CC2)c(C)c1	-3%	-9%
CCCCCC(O)c1cccc(OCc2ccc3ccccc3n2)c1 (configuration not stated)	-22%	?
CCOC(=O)c1nnc2c(-c3ccc(Cl)cc3)c(C)nn2c1N	9%	23%
COc1ccc(/C=C/C(=O)NC2CCCC2)c(OC)c1	4%	-6%
CC(=O)c1cccc(NC(=O)CC2SC(c3cc4ccccc4oc3=O)=NC2=O)c1 (configuration not stated)	3%	27%
Cc1ccccc1NC(=O)CSC1CCCC1	4%	2%
Cc1ccccc1NC(=O)c1cccc2c(=O)c3c([nH]c12)CCCC3	0%	-14%
CCOC(=O)CC(NC(=O)Cn1nnc(-c2ccccc2F)n1)c1ccccc1Cl (configuration not stated)	10%	20%
CCCCNC(=O)c1ccc(C#N)cc1	-6%	-8%
COCc1ccccc1CNC(=O)c1sccc1C	3%	4%
Cc1cc(Nc2cc(Cl)ccc2C)n2nc(-c3ccccc3)nc2n1	4%	14%
O=C(NCc1ccc(F)cc1)C1CCCN(c2ncnc3onc(-c4ccc(F)cc4)c23)C1 (configuration not stated)	-4%	14%
O=C(NC1(c2cccc(Cl)c2)CCC1)NC1(c2cccc(Cl)c2)CCC1	1%	-3%
CC(C)C(=O)/C(C#N)=C\c1ccc(-c2ccccc2F)o1	4%	10%
O/N=C/c1ccc(OCc2ccccc2)cc1	-8%	-3%
CC(=O)c1ccc(S(=O)(=O)N2CCn3cccc3C2c2ccccc2F)cc1 (configuration not stated)	-19%[57.5 µM]	-11%
C(=C\c1ccccc1)/CNC1CC1	3%	-8%
Cc1cccc(-c2cccc(N)c2)c1	-7%	2%
Cc1[nH]c2ccccc2c1C(=O)C(=O)N(C)Cc1ccc(C(=O)NC2CC2)cc1	-9%	-24%
COc1cc2c(cc1O)CC[C@@H]1[C@@H]2CC[C@]2(C)[C@@H](O)CC[C@@H]12	-3%	-6%

Arranged by SMILES length (falling): part of the list above
Molecule	UDG counter	AID inhibitor
CCOC(=O)CC(NC(=O)Cn1nnc(-c2ccccc2F)n1)c1ccccc1Cl (configuration not stated)	10%	20%
Cc1cc(Nc2cc(Cl)ccc2C)n2nc(-c3ccccc3)nc2n1	4%	14%
Cc1cccc(-c2cccc(N)c2)c1	-7%	2%
Nc1cccc(S(N)(=O)=O)c1	4%	-5%
CCc1ccc(CNC(C)CC)cc1 (configuration not stated)	0%	-3%

Next part.
Molecule	UDG counter	AID inhibitor
Cc1ccc(N/C(=C\C(=O)c2ccc(Br)cc2)C(F)(F)F)cc1	-3%	2%
Cc1cccc(NC(=O)Cn2c(=O)n(CC3CCC(C(=O)NCCc4ccccc4)CC3)c(=O)c3ccccc32)c1 (configuration not stated)	8%	20%
CCc1c(C)sc(NC(=O)Cc2ccccc2Cl)c1C#N	3%	15%
Cn1nc(C(=O)NCc2ccc(Cl)cc2)c2ccccc2c1=O	-11%	-19%
O=C(O)c1cc(-c2ccccc2F)on1	0%	3%
Cc1cccc(C(=O)Sc2ccc(Cl)cc2)c1	1%	-4%
CC(C)CC(NC(=O)C(CCC(=O)OCc1ccccc1)NC(=O)OC(C)(C)C)C(=O)OCc1ccccc1 (configuration not stated)	2%	-2%
COc1cc(CNC(=O)c2cc(-c3ccccc3)n[nH]2)cc(OC)c1OC	8%	-22%
CCCNC(=O)COc1ccc2ccc(=O)oc2c1	2%	5%
C=CCNc1nc(C(=O)OCC(=O)NC(C)c2ccc(F)cc2)cs1 (configuration not stated)	-6%	-11%
CCNc1c(NC(=O)NC(C)C)c(=O)oc2ccccc12	12%	8%
Cc1ccc(-c2cc(Nc3ccccc3C(F)(F)F)nc(C)n2)cc1	0%	-3%
COc1ccc(-c2cc3nc(C)c(CCC(=O)N4CCN(c5cccc(Cl)c5)CC4)c(C)n3n2)c(OC)c1	-15%	?
O=C(COC(=O)Cc1n[nH]c(=O)c2ccccc12)Nc1ccc2ccccc2c1	0%	-9%
CCc1ccc(NC(=O)CN2C(=O)C(c3ccccc3)=NC23CCCCCC3)cc1	-20%	?
CCOCCCNC(=O)c1c(NC(=O)c2nc(SC)ncc2Cl)sc2c1CCCC2	-10%	-19%
CCOc1ccc(CNC(=O)Cn2c(=O)c3cccn3c3cccnc32)cc1	10%	5%
COC(=O)Nc1ccc(CNC(=O)c2ccc(C)cc2)cc1	-8%	-3%
CC(C)(C)OC(=O)N1CCC(c2c(C(=O)NCCc3ccsc3)cnn2-c2ccccc2Cl)CC1	51%[activator]	?
Cc1cc2nc(-c3ccc(NC(=O)c4ccc(OCC(C)C)cc4)cc3)oc2cc1C	-8%	-10%
Cc1ccc(Nc2cc(C)c3ccccc3n2)c(C)c1	-7%	-10%
CC(Sc1ccc(F)cc1)C(=O)NC(c1ccccc1)c1ccccc1 (configuration not stated)	8%	0%
Cc1cccn2c(=O)c(/C=C(\C#N)c3nc4ccccc4n3C)c(Oc3ccc(Cl)cc3)nc12	-8%[57.5 µM]	35%[57.5 µM]
Cc1cc(OCCn2cc(C(=O)C(F)(F)F)c3ccccc32)ccc1Cl	-5%	-11%
CCOC(=O)c1sc(NC(=O)c2nc3nc(C)cc(C(F)F)n3n2)c(C(=O)OC)c1C	-12%	16%

Molecule	UDG counter	AID inhibitor
COc1cc2c(=O)c(C(=O)c3ccc(F)cc3)cn(Cc3cccc(F)c3)c2cc1OC	-8%	?
Cc1ccc2oc(C(=O)Nc3c(C(=O)c4ccc(C)c(F)c4)oc4ccccc34)cc(=O)c2c1	-12%[57.5 µM]	4%[57.5 µM]
O=C(NCc1ccc2c(c1)OCO2)c1ccc2c(c1)N(Cc1ccc(F)cc1)C(=O)c1ccccc1S2=O (configuration not stated)	-1%	4%
O=C(CCC1CCCCC1)Nc1cccc2c1CCCC2	0%	5%
Fc1ccc(Nc2nc(NC3CCCCCC3)nc3c2cnn3-c2ccccc2)cc1	-4%	-2%
Cc1ccc(C(=O)/C=C/c2cccc(NC(=O)C(F)(F)F)c2)o1	0%	4%
CCc1ccc(S(=O)(=O)Nc2ccc(-c3ccc(N4CCCC4)nn3)cc2)cc1	0%	13%
CC(=O)N(Cc1ccccc1)Cc1cc2ccccc2[nH]c1=O	-2%	-5%
O=C(c1ccc(F)cc1)c1ccccc1C(=O)N1CCN(C(=O)CCC2CCCC2)CC1	-6%	-4%
Cc1ccc2nc(NC(=O)CCc3ncc(-c4ccccc4Cl)o3)sc2c1	15%	4%
CCc1cc(=O)oc2cc(OC(C)C(=O)N(C(C)C)C(C)C)ccc12 (configuration not stated)	8%	0%
O=C(NCC(c1ccco1)N1CCCCC1)c1cc(=O)c2ccccc2o1 (configuration not stated)	-9%	3%
O=C(NCCN1CCN(C(=O)c2ccc(Cl)c(Cl)c2)CC1)c1ccc(Cl)c(Cl)c1	-18%	-29%
CC(NC(=O)C(=O)Nc1cc(Cl)ccc1Cl)c1ccc(S(N)(=O)=O)cc1 (configuration not stated)	1%	-1%
COc1ccc(C(=O)Nc2cc(C)nn2-c2nc(C)cc(C)n2)cc1	-7%	-11%
Cc1cccc(OCCn2nnc3sc4c(c3c2=O)CCCC4)c1	1%	?
Cc1cc(S(=O)(=O)Nc2cccc3c2CCCC3)ccc1OCC(=O)O	-7%	-10%
N#C/C(=C/c1ccccc1[N+](=O)[O-])c1ccc(C(F)(F)F)cn1	-3%	-21%
COc1cc(C2C(C(=O)Nc3ccccc3)=C(C)Nc3nc(CCCO)nn32)cc(OC)c1OC (configuration not stated)	79%[activator]	-5%
Cc1ccc(S(=O)(=O)N2CCN(Cc3noc(CCC(=O)N4CCCCC4)n3)CC2)c(C)c1	-5%	10%
Cc1ccc(N2CCN(S(=O)(=O)c3ccc(Cl)c4ccccc34)CC2)c(C)c1	13%	-17%
O=C(C1CCC1)N1CCCc2cc(S(=O)(=O)N3CCN(c4ccccc4)CC3)ccc21	-10%	-21%
O=C(COc1ccc(Br)cc1Cl)Nc1ncn[nH]1	-7%	2%
NC(CCc1ccccc1)c1ccccc1 (configuration not stated)	-5%	7%
Cc1ccccc1Cn1nc(C)c(NC(=O)c2cc(-c3ccc(F)cc3)on2)c1C	-3%	16%

Reprinted at random: three records from the list
Molecule	UDG counter	AID inhibitor
O=C(NCCN1CCN(C(=O)c2ccc(Cl)c(Cl)c2)CC1)c1ccc(Cl)c(Cl)c1	-18%	-29%
Cc1ccc(C(=O)/C=C/c2cccc(NC(=O)C(F)(F)F)c2)o1	0%	4%
Cc1ccccc1NC(=O)c1cccc2c(=O)c3c([nH]c12)CCCC3	0%	-14%

Continued:
Molecule	UDG counter	AID inhibitor
COc1ccc2c(C)c(CC(=O)Nc3cccc(Cl)c3)c(=O)oc2c1C	-6%	2%
Oc1c(C=Nc2ccc(F)c(Cl)c2)ccc2ccccc12	1%	-3%
CCc1nn2c(=O)cc(COC(=O)c3cccc(NC(=O)c4ccccc4C)c3)nc2s1	-4%	-1%
O=C(Nc1ccccc1F)c1ccc2c(Cl)c3c(nc2c1)CCC3	-1%&-5%	-7%&-10%
Cc1ccccc1NS(=O)(=O)c1ccc(Br)s1	-11%	6%
CCc1ccc(NC(=O)C2CCC(CNS(=O)(=O)c3ccc4c(c3)C(C)(C)C(=O)N4C)CC2)cc1 (configuration not stated)	88%[activator]	-2%
CCc1ccc(C(=O)c2cn(CC(=O)NCCc3ccccc3)c3nc(C)ccc3c2=O)cc1	?	-20%
CCOc1ccc(CCNC(=O)c2csc3c2CCCCC3)cc1	12%	7%
CCOc1ccc(-c2nnc(SCC(=O)NCc3ccccc3)nc2-c2ccc(OCC)c(OC)c2)cc1OC	4%	?
COc1ccc(/C=C/C(=O)c2ccc(-c3ccccc3)cc2)cc1	-10%	-12%
CCOc1ccc(NC(=O)c2cccc(CN3CCCC3=O)c2)cc1	1%	3%
CCc1nc2ncc(C#N)c(N)n2n1	-7%	-7%
O=C(NCc1cccc(F)c1)C1CCCN(C(=O)N2CCOc3ccccc32)C1 (configuration not stated)	31%[activator]	-10%

Not all compounds are listed. The share of hits here may be higher or lower than overall.
